Chronic BCR inh: inhibitors of chronic active B-cell receptor signaling; ABC-DLBCL IkBa-CBG/CBR reporter, luminescence ratio, 4 h; Potency, µM (top dose mostly 46.1 µM), for the others: at the highest dose ratio change, negative = lower green/red ratio, most hits filed as inhibitors; 340,000 tested, 0.05% active; AID 493014; active = well fitted inhibition curve with a large enough effect in the signal ratio, with a control signal flat, not every such curve was filed as active; inconclusive = small, poorly fitted or top-dose-only effect, or effect the other way, or a change in a side signal; the % refers to the signal ratio;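 also: potency is read from the fitted curve at half-maximal effect; plate controls were basal doxycycline-induced cells for no effect and cells given 10 µM MG132 for full effect; MG132 reads +100%, hits lower the ratio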
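Concentration-response series (up to 46 uM) were applied to TMD8 dual-reporter cells for 4 h at 37C with doxycycline. Green/red ratio, after filter-overlap correction, defined %Activity; red signal alone was normalised to basal cells and zero luminescence.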
S-ASM inh: inhibitors of human secretory acid sphingomyelinase; 340,000 tested, 0.006% active; P17405; placental ASM, HMU-PC fluorogenic substrate, 60 min; Potency, µM (doses to about 57.5 µM), inactives show top-dose activity change, negative = inhibition, most hits filed as inhibitors; also: potency is read from the fitted curve at half-maximal effect
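Steps: dispense placental human ASM, pin compound, wait 10 min at room temperature, add HMU-PC0 substrate at 9 uM final, incubate 60 min at 37 °C, add stop solution raising pH to 10, read fluorescence.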
hERG WT inh: blocks the wildtype human KCNH2 potassium channel. U2OS, BacMam KCNH2, thallium flux FluxOr; stronger effect = lower value. activity change, % at 1.84 µM. Q12809. AID 720551. 340,000 tested, 0.37% active;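 active = maximum activity change below -70%; inconclusive = maximum activity change between -70% and -50%; inactive = maximum activity change above -50%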; also: % is scaled to controls: 0 for no effect and ±100 for the full control effect
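U2OS cells transduced with wild-type KCNH2 virus are loaded with FluxOr dye for 45 min, and thallium flux is measured in kinetic reads before and after stimulation buffer. Rate constants are normalized to DMSO controls.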
Mito fusion yeast: blocks mitochondrial division or promotes mitochondrial fusion; S. cerevisiae fusion-defective mutant growth rescue, CellTiterGlo 48 h; Potency, µM (series often up to 46.1 µM), inactives show at the highest dose growth rescue (activation), hits mostly activators; 320,000 tested, 0.23% active; AID 485298;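 also: potency is read from the fitted curve at half-maximal effect; % of control where 0% means no effect; nearly all actives have a fitted effect of over 45% in size; temperature-sensitive fusion mutants such as fzo1-1 at 37 °C on non-fermentable ethanol glycerol medium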
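Luminescent cell viability in 1536-well qHTS format served as the measure of rescued growth in ts fusion-mutant S. cerevisiae cultured on non-fermentable YPEG for 48 hours at 37C.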
PKM2 act: increases activity of human pyruvate kinase M2. purified PKM2, Kinase-Glo ATP luminescence, activation; response scale: 0% is enzyme alone, no compound. Potency, µM (series often up to 57.5 µM), inactives show top-dose activation, most hits filed as activators. 260,000 tested, 0.34% active; also: potency is read from the fitted curve at half-maximal effect; % is scaled to controls: 0 for no effect and ±100 for the full control effect; nearly all actives have a fitted effect of over 55% in size
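Purified hPK-M2 (>95% pure) converted ADP (0.1 mM final) to ATP with 0.5 mM PEP in 50 mM imidazole pH7.2, KCl, MgCl2, Tween 20, BSA; 1 h at room temperature. ATP detected by Kinase-Glo luminescence.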
GALK inh: inhibitors of human galactokinase | P51570 | Purified GALK, Kinase-Glo residual ATP luminescence | Potency, µM (doses to about 57.5 µM), for inactives: at the highest dose activity change, negative = inhibition, hits mostly inhibitors | 270,000 tested, 0.007% active; also: potency is read from the fitted curve at half-maximal effect; % is scaled to controls: 0 for no effect and ±100 for the full control effect
Target sequence (P51570 whole entry, looked up): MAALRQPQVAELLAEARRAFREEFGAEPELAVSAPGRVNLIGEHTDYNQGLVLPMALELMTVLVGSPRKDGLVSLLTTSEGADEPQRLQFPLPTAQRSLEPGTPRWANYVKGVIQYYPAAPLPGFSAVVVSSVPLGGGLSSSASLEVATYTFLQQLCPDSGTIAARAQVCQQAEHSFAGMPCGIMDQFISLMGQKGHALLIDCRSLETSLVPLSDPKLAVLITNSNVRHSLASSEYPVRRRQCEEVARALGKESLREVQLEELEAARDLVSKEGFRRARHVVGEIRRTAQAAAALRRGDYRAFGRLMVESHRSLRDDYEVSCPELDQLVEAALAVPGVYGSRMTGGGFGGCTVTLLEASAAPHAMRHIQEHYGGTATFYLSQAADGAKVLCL
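Galactose (100 uM) and ATP (35 uM) were turned over by 5 nM GALK for 1 h at RT. Kinase-Glo Plus then converted the remaining ATP into a luminescent signal.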
Menin-MLL TR inh: displaces Texas Red mutant MLL peptide from human menin; 270,000 tested, 0.23% active; Menin + Texas Red MLL mutant peptide, fluorescence polarization; AID 1768; Potency, µM (series often up to 61.6 µM), for inactives: at the highest dose FP activity change, negative = inhibition, most hits filed as inhibitors; active = well fitted inhibition curve with a large enough effect in the polarisation, with a control signal flat, not every such curve was filed as active; inconclusive = small, poorly fitted or top-dose-only effect, or effect the other way, or a change in a side signal; inactive = no such curve, though single readings can be large or run the other way; the % refers to the polarisation; also: potency is read from the fitted curve at half-maximal effect; % of control where 0% means no effect; many of its hits are not listed in these tables
MBNL1-CUG inh: blocks human MBNL1 binding to CUG repeat RNA; Q9NR56; TR-FRET MBNL1-His/biotin-(CUG)12 binding, 665/545 ratio; Potency, µM (titrated, usually from 57.5 µM), for inactives: at the top dose activity change, negative = inhibition, usual class: inhibitors; 280,000 tested, 0.036% active; AID 2675; active = well fitted inhibition curve with a large enough effect in the signal ratio, with a control signal flat, not every such curve was filed as active; inconclusive = small, poorly fitted or top-dose-only effect, or effect the other way, or a change in a side signal; inactive = no such curve, though single readings can be large or run the other way; the % refers to the signal ratio; also: potency is read from the fitted curve at half-maximal effect; % is scaled to controls: 0 for no effect and ±100 for the full control effect
Target sequence (Q9NR56 whole entry, looked up): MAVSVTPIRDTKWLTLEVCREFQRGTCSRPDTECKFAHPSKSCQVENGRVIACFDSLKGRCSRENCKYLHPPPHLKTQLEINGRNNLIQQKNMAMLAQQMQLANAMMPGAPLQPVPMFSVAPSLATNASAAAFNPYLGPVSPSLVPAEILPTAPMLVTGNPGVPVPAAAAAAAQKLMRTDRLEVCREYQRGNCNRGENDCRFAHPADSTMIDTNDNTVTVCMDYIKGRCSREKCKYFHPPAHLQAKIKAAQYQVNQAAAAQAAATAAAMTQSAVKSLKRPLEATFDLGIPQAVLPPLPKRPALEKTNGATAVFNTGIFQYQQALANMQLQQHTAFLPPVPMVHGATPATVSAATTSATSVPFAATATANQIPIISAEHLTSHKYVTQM
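Compound titration spanned 92 nM–58 uM against the MBNL1-His/biotin-(CUG)12 complex. After 60 min at room temperature with 5 nM streptavidin-XL665 and 0.055 ng/ul terbium anti-His, ratiometric 665/545 nm emission (Ex 340 nm) normalized to controls.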
Eya2 phos inh: inhibitors of human Eya2 phosphatase activity. Potency, µM (doses to about 76.9 µM), inactives show top-dose activity, negative = inhibition, usual class: inhibitors. O00167. recombinant Eya2, OMFP fluorescence dephosphorylation (OMFP is methylfluorescein phosphate). 330,000 tested, 0.006% active; also: potency is read from the fitted curve at half-maximal effect; % is scaled to controls: 0 for no effect and ±100 for the full control effect
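Eya2 (0.2 uM) preincubated 10 min at ambient with compound, then OMFP substrate added at 50 uM; 10 min reaction in 50 mM HEPES pH 7.5, 50 mM NaCl, 5 uM MgCl2, 0.05% BSA, 1 mM DTT. Fluorescence read at Ex 485/Em 525 nm.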
USP2a inh: blocks human ubiquitin-specific protease USP2a | O75604 | USP2 core, Ub-CHOP2 coupled fluorogenic reporter, 485/531 | Potency, µM (top dose mostly 38.3 µM), for the others: at the highest dose activity change, negative = inhibition, actives largely listed as inhibitors | 330,000 tested, 0.01% active | AID 463254;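 also: potency is read from the fitted curve at half-maximal effect; plate controls were DMSO wells for no effect and full inhibition by NEM control for full effect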
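Cell-free coupled assay: 10nM USP2 core preincubated 30min RT with compound in Tris-HCl pH 8.0/CaCl2/CHAPS buffer, then 25nM Ub-CHOP2 and 25nM reporter substrate; fluorescence (Ex 485/Em 531) read after 60min RT, normalized to NEM inhibition, concentration-response curves fitted.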
TSHR antag: blocks TSH signaling through the human TSH receptor | AID 504810 | activity change, negative = inhibition, % at 11.5 µM | 330,000 tested, 0.2% active | P16473 | TSHR-expressing cells, TSH-stimulated cAMP HTRF, 2 h; stronger effect = lower value;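 active = activity change below a set negative limit, meaning inhibition stronger than a set level, cut at about -70% in these data; inconclusive = activity change between two set negative limits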; also: % is scaled to controls: 0 for no effect and ±100 for the full control effect
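Competitive HTRF cAMP read-out (cryptate anti-cAMP antibody, cAMP-d2; 30 min, room temperature) in freshly harvested TSHR cells. Compounds added before TSH at EC80 (4nM final), followed by 2 hours' incubation at 37 deg C.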
The depositor's hits bear a star; u = inconclusive; x = no result given; [ ] = dose if it differs, or a comment. Unless noted, calls follow the shape of the dose curve; as a rule, active = well fitted curve in the direction sought with a large enough effect; inconclusive = small, poorly fitted or top-dose-only effect, or another doubt; inactive = no such curve, though single readings can be large; an effect the other way counts as inactive or inconclusive. Only part of the results is shown. The share of hits here may be higher or lower than overall.

SMILES	Chronic BCR inh	S-ASM inh	hERG WT inh	Mito fusion yeast	PKM2 act	GALK inh	Menin-MLL TR inh	MBNL1-CUG inh	Eya2 phos inh	USP2a inh	TSHR antag
COc1cc2[nH]c(=O)n(CCCCCC(=O)N3CC=C(c4ccccc4)CC3)c(=O)c2cc1OC	-16%	-27%	-2	-4%	-8%	0%	-2%	2%	-22%	-6%	x
CCN(CC)CCN(Cc1cc2cc3c(cc2[nH]c1=O)OCO3)C(=S)NCc1ccco1	-14%	41%[activator]	12	-1%	5%	0%	-28%	11%	14%	0%	-3
O=C(CCl)Nc1cccc(CP(=O)(c2ccccc2)c2ccccc2)c1	u	2%	-1	-7%	-4%	-3%	x	13%	-11%	3%	-5
Cc1cc(/C=C2\SC(=S)NC2=O)c(C)n1-c1cccc(O)c1	u	-14%	3	4%	-10%	-8%	x	x	22%	6%	-42
Cc1ccc(-c2cc(C(=O)OCC(=O)Nc3cc(C)on3)c3ccccc3n2)c(C)c1	-1%	-17%	-2	-2%	4%	1%	16%	3%	-8%	1%	14
COc1cc(CNCc2ccc(SC)cc2)cc(OC)c1	1%	3%	43	0%	-2%	0%	-3%	-13%	-12%	-1%	3
O=C(O)CCC(=O)N1N=C(c2cccs2)CC1c1cccc([N+](=O)[O-])c1 (configuration not stated)	3%	2%	-2	0%	-1%	x	9%	u	12%	2%	-11
CC1(C)CC(=O)C(C(=O)c2ccccc2)C(=O)C1	2%	-2%	28	9%	2%	15%	3%	-4%	-3%	-1%	-3
O=C(CN1C(=O)c2ccccc2C1=O)Oc1ccc(F)cc1	1%	x	x	4%	x	x	-2%	17%	14%	3%	-6
CC1CN(C(=O)CCNC(=O)c2ccccc2Cl)CC(C)O1 (configuration not stated)	8%	1%	-11	0%	-13%	6%	x	5%	-8%	1%	10
Cc1c(NC(=O)CN2C(=O)c3cccc4cccc2c34)c(=O)n(-c2ccccc2)n1C	1%	19%	3	-4%	7%	0%	-10%	u	4%	1%	11
CC(C)NC(=O)NC(=O)COC(=O)/C=C/c1ccccc1[N+](=O)[O-]	0%	-1%	-5	-1%	0%	16%	-1%	u	-2%	4%	-1
COC(=O)c1sc(SC)c(S(=O)(=O)C(C)C)c1N	12%	3%	13	-6%	-6%	0%	x	x	-19%	-4%	-1
CCCCOc1ccc(C(=O)Nn2c(-c3cccs3)nc3ccccc3c2=O)cc1	-2%	275%	20	2%	-1%	3%	-3%	u	2%	1%	0
COc1ccc(CC(=O)N/N=C(\C)c2cccs2)cc1	6%	3%	-4	-1%	3%[11.5 µM]	-3%	-8%	5%	-17%	1%	6
COc1ccc2cc(C(=O)Nc3ccc(Cl)cc3)sc(=O)c2c1OC	0%	10%	5	1%	-2%	-2%	13%	4%	3%	5%	-17
CCN(CC)C(=O)CSC1c2ccccc2C(=O)N1c1ccccc1 (configuration not stated)	-6%	3%	4	-2%	-11%	3%	x	-3%	7%	1%	5
CCOc1ccc(C(=O)CCC(=O)NCC(=O)Nc2c(C)cccc2C)cc1	-9%	-2%	17	1%	x	x	x	x	-8%	-1%	6
c1ccc2c(c1)CCCn1nnnc1-2	1%	0%	-5	2%	-4%	-1%	-3%	9%	10%	1%	-5
Cc1ccc(NC(=O)CCCCCN2C(=O)[C@@H]3Cc4ccccc4CN3C2=O)cc1	7%	-2%	-2	-4%	x	-7%	x	-4%	7%	3%	2
CC1CCN(C(=O)c2ccc(S(=O)(=O)Cc3ccccc3F)c([N+](=O)[O-])c2)CC1	10%	-2%	-1	20%	-5%	-3%	0%	u	1%	4%	-4
CCCCSc1[nH]c(=O)c(C(=O)OCC)cc1C#N	1%	3%	-2	16%	-1%	-2%	x	-9%	-3%	0%	-15
COc1ccc(OC)c(CN2CCN(CCCc3ccccc3)C(CCO)C2)c1 (configuration not stated)	-2%	0%	30	-5%	10%	4%	-19%	1%	1%	2%	1
O=C(Nc1cccnc1)OC1CCCCC1	-7%	2%	-7	24%	6%	11%	-1%	x	19%	-9%	-1
c1ccc2[nH]c(SCc3cn4cccnc4n3)nc2c1	-6%	1%	-1	-3%	1%	1%	1%	10%	-5%	5%	1
Cc1ccc(NC(=O)CN(C)C(=O)CSc2nc(C)cc(C)n2)cc1	-5%	0%	-1	6%	x	x	x	x	-23%	0%	27
COc1ccc(CC(=O)Nc2ccccc2N2CCCC2)cc1	8%	3%	-7	-2%	-3%	-3%	x	3%	0%	0%	-1
CC(=O)Nc1ccc(NC(=O)CSc2ccc3nnc(-c4ccccn4)n3n2)cc1	-13%	-2%	0	-2%	-11%	4%	x	5%	-1%	3%	18
C[C@@H]1CC[C@@]23COC(=O)C2=CCC[C@@H]3[C@@]1(C)CC/C(=C/CO)CO	-27%	-3%	1	u	x	x	x	x	-13%	-3%	26
Cc1cc(NC(=O)CSc2nnc(CNc3cccc(C(F)(F)F)c3)n2Cc2ccco2)no1	-4%	-2%	-3	-2%	-7%	-6%	u	4%	-12%	3%	-8
COc1cccc(C(=O)Oc2cc(N)n(S(=O)(=O)c3ccc(C)cc3)n2)c1OC	u	-2%	-18	2%	-1%	-2%	x	-1%	2%	1%	25
COc1cccc(-c2cc(C(=O)N3CCc4ccccc4C3)[nH]n2)c1	u	2%	-302*	4%	-2%[0.46 µM]	-1%	u	-7%	1%	1%	4
O=C(C1CCCO1)N1CCN(C(=S)Nc2cc(F)cc(F)c2)CC1 (configuration not stated)	u	2%	-11	-4%	0%	-2%	2%	-3%	-8%	4%	7
O=C(COc1coc(CN2CCN(c3ccccc3)CC2)cc1=O)N1CCc2ccccc21	4%	x	1	2%	x	x	x	x	-7%	0%	21
COc1ccc(C(C(=O)NC(C)(C)C)N(CCc2ccccc2)C(=O)CCC(=O)Nc2cc(C)on2)cc1 (configuration not stated)	10%	-1%	8	3%	4%	-3%	-11%	-2%	-12%	-6%	-106*
COc1nonc1NCn1nc(C)cc1C	-11%	7%	-9	2%	-7%	0%	5%	4%	8%	4%	4
OCCC1CN(Cc2ccc(Oc3ncccn3)cc2)CCN1Cc1ccc(F)c(F)c1 (configuration not stated)	3%	-5%	0	3%	-1%	4%	x	-2%	-28%	1%	1
Cc1ccc(C)c(OCCC(=O)OCC(=O)Nc2cccc(S(=O)(=O)N3CCCC3)c2)c1	-18%	-7%	9	5%	x	x	x	x	-5%	0%	5
Cc1cccc(N(O)C(=O)Nc2cccc(Cl)c2)c1	u	-3%	-1	-3%	0%	0%	49%[activator]	-5%	-3%	-2%	2
CC(NC(=O)COc1ccccc1)C(=O)N1CCN(c2ccccc2)CC1 (configuration not stated)	-2%	1%	-3	1%	x	x	x	x	-7%	-2%	4
Cc1ccc(NC(=O)c2cc(S(=O)(=O)N3CCCC3)cn2C)cc1	u	6%	0	0%	-2%	x	-3%	8%	-8%	1%	11
O=C(c1nc2ccccc2s1)N1CCSCC1	-5%	0%	0	-3%	0%	0%	1%	0%	0%	1%	-13
O=C(N/N=C/c1cccc([N+](=O)[O-])c1)C1CC(=O)N(c2ccc(F)cc2)C1 (configuration not stated)	-1%	-1%	-3	-1%	-2%	-1%	6%	u	0%	5%	-9
CCC1CCCCN1S(=O)(=O)c1ccc(C(=O)Nc2nnc(C3CC3)o2)cc1 (configuration not stated)	-12%	-1%	-2	6%	-4%	2%	u	-2%	-6%	-3%	4
O=C(NC1=NCCS1)c1ccc(Br)s1	u	4%	-12	3%	-1%	0%	9%	-4%	0%	-1%	7
O=C(NC1CCN(C(=O)Nc2cccc(F)c2)CC1)C1CCCCC1	0%	2%	-4	1%	-7%	-2%	4%	-11%	3%	-1%	-6
CN(Cc1ncc[nH]1)C(=O)CC1C(=O)NCCN1Cc1c(F)cccc1Cl (configuration not stated)	2%	7%	-4	7%	24%	0%	8%	u	3%	-4%	-15

Source: PubChem (National Center for Advancing Translational Sciences (NCATS))
